Bcl-W Bim block = disrupts Bim peptide binding to human Bcl-W | Q92843 | bead-based flow cytometry | inhibition, % at 10 µM | 0.02% of 190,000 active | AID 952;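 further: 0% = bound tracer without compound and 100% = peptide blocker; higher means less fluorescent Bim peptide bound to Bcl-W beads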
Target sequence (Q92843 whole entry, looked up): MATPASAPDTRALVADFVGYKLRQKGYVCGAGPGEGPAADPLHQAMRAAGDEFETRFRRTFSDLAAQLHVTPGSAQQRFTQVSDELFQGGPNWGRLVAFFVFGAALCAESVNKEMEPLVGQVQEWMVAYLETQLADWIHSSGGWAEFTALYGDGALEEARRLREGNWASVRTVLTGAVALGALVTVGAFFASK
RGS8-Gao = regulators of human RGS8-Galphao interaction; 0.34% of 220,000 active; P09471; response (percent of control binding), % at 10 µM; multiplexed bead flow cytometry, RGS8-Galphao binding; actives lie on both sides; in the data active means response below about 60% or above about 140%; inactive means in between;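 further: Galphao activated as the GDP aluminium fluoride complex binding bead-coupled RGS8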
Target sequence (P09471 whole entry, looked up): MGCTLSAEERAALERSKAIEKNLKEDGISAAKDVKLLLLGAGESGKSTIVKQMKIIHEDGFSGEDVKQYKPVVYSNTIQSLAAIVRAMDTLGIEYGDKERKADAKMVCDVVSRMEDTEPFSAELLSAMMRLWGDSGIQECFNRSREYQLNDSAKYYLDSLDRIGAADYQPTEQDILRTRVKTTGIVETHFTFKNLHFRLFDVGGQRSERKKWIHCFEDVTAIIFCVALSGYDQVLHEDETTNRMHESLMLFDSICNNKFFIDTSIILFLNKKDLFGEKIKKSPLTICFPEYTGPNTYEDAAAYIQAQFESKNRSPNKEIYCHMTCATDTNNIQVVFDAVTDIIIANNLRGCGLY
RGS7-Gao = human RGS7-Galphao interaction regulation; 0.35% of 220,000 active; Multiplexed bead flow cytometry, RGS7-Galphao binding; actives lie on both sides; P09471; binding response (% of control), % at 10 µM; in the data active means binding response below about 49% or above about 150%; inconclusive means no clear call, values can overlap the other calls; inactive means in between;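 further: fluorescent Galphao held in activated GDP-AlF4 state binding bead-coupled RGS7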
ABCB1 block = human ABCB1 inhibition, ABCG2 as counter-screen | inhibition, % at 6.6 µM | CCRF-Adr cells, JC-1 efflux, flow cytometry | 0.067% of 190,000 active | P08183; in the data active means inhibition above about 40%;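 further: 0% = vehicle and 100% = reference inhibitor; higher value means more JC-1 retained so stronger ABCB1 efflux block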
Bim-Bcl-B = disrupts Bim peptide binding to human Bcl-B; Q9HD36; bead-based flow cytometry; inhibition, % at 10 µM; 0.073% of 190,000 active; AID 951;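 further: 0% = tracer peptide without compound and 100% = reference inhibitor peptide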
Bcl-XL Bim block = inhibitors of Bim-Bcl-XL interaction, human; Bim peptide-Bcl-XL binding, bead flow cytometry, fluorescence; inhibition, % at 10 µM; 0.04% of 190,000 active
Target sequence (Q07817 whole entry, looked up): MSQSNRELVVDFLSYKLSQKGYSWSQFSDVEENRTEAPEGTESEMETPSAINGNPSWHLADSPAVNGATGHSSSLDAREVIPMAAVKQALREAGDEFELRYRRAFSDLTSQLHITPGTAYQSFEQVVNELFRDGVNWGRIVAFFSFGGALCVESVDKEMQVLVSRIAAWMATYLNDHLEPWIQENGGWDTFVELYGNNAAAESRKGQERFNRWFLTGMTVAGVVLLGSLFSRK
Bfl-1 Bim block = human Bim-Bfl-1 interaction inhibition. Bead-based flow cytometry, Bim-Bfl-1 binding inhibition. inhibition, % at 10 µM. 0.12% of 190,000 active. AID 1008;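 further: 0% = wells without compound plus tracer and 100% = blocker peptide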
GSH fluor = GSH bead compound fluorescence profile; fluorescence (KMESF) at 10 µM; GSH beads flow cytometry, compound fluorescence 488/530 nm; active compounds read high; 0.25% of 190,000 active; AID 1776; in the data active means fluorescence above about 89;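 further: glutathione beads carrying GST-tagged Bcl family fusion proteins plus one bare bead set; values are compound well signal with DMSO vehicle wells as background; inactives centre near 16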
Bcl-2 Bim block = human Bim-Bcl-2 interaction inhibition | P10415 | Bead-based flow cytometry, Bim peptide-Bcl-2 binding | inhibition, % at 10 µM | 0.06% of 190,000 active | AID 950; in the data active means inhibition above about 40%; inconclusive means no clear call, values can overlap the other calls;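 further: 0% = no compound wells with probe peptide and 100% = reference peptide inhibitor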
Target sequence (P10415 whole entry, looked up): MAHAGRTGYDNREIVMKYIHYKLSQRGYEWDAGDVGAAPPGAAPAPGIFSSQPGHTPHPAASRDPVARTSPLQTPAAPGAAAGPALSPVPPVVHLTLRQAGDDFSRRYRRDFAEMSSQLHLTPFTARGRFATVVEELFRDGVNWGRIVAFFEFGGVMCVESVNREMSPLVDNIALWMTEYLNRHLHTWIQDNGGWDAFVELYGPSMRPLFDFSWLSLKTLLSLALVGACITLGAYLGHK
RGS4-Gao reg = modulates binding of RGS4 to human Galphao | P09471 | Multiplexed bead flow cytometry; actives lie on both sides | binding response (% of control), % at 10 µM | 0.33% of 220,000 active | AID 1415; in the data active means binding response below about 49% or above about 150%; inactive means in between;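 further: fluorescent Galphao activated with aluminum fluoride binding bead-coupled RGS4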
ABCG2 inh = blocks JC-1 efflux by human ABCG2 transporter | Q9UNQ0 | IgMXP3 cells, flow cytometry | inhibition, % at 6.6 µM | 0.1% of 190,000 active | AID 1325;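 active means inhibition above 80%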;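 further: 0% = DMSO and 100% = nicardipine control wells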
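test system = two drug-resistant human cell lines, ABCG2 and ABCB1 | amount = 3 million cells/mL final, two lines in 1:1 ratio | reagent = JC-1 transporter substrate | doses = one concentration, 6.6 µM final | incubation = 10 min at 25 °C | signal = flow cytometric JC-1 green MFI at 530 nm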
Active calls of the source: *; ? = inconclusive. Unless noted, no stated cut-off is given here; in the data, active means inhibition above about 40%. Compounds were not picked by outcome; 1.1% or so of the library scored in one or more.

SMILES	Bcl-W Bim block	RGS8-Gao	RGS7-Gao	ABCB1 block	Bim-Bcl-B	Bcl-XL Bim block	Bfl-1 Bim block	GSH fluor	Bcl-2 Bim block	RGS4-Gao reg	ABCG2 inh
Cc1ccc(NC(=O)Cn2nc(C)cc2C)cc1	-8	100	102	0.6	0	-8	-2	16	1	103	2
Cc1nc2sc(C(c3ccccc3)N3CCC(O)CC3)c(O)n2n1 (configuration not stated)	-9	101	101	0.5	-12	-13	-21	26	-15	103	7
CCOC(=O)N1CCC(NC(=O)C2CCN(c3nc(-c4ccc(OC)cc4)no3)CC2)CC1	-4	102	101	1.3	-8	-5	-17	27	-10	105	20
CCOC(=O)c1nc(N)c(=O)n(-c2ccc(C)cc2)n1	-2	104	103	1.7	-4	-4	-1	13	1	102	17
Cc1cccc(NC(=O)C2CCCN(C(=O)NC3CCCCC3)C2)c1C (configuration not stated)	-1	101	103	0.4	0	0	-2	16	-3	101	1
CC1CCN(c2ccc(NC(=S)NC(=O)c3ccco3)cc2)CC1	-4	99	95	0.4	-3	-3	-7	27	-1	94	4
O=C(C1=C[C@@H](c2ccc(C(F)(F)F)cc2)C[C@@H](OCCCCO)O1)N1CCN(Cc2ccccc2)CC1	-2	94	97	1.3	-2	3	-6	16	-3	93	4
Cc1ccc(C)c(NS(=O)(=O)c2cc(C(=O)NCCSC3CCCCC3)ccc2C)c1	0	99	96	2.2	-10	-7	-16	33	-10	97	21
CC(C)OC(=O)c1ccc(COC(=O)c2cnccn2)cc1	-1	100	?	-0.3	2	-2	2	17	2	100	2
COC(=O)c1ccc(C(=O)OC)c(NC(=S)N2CCCCC2C)c1 (configuration not stated)	-4	106	105	0.8	-5	-3	2	20	-7	106	10
Cc1cccc(OCC(=O)N/N=C/C=C/c2ccco2)c1	2	104	96	-0.1	-2	-2	10	9	6	95	5
CCN1CCN(c2ncc(C(=O)Nc3cc(Cl)ccc3OC)c3ccccc23)CC1	-3	106	95	1.6	-10	1	-9	36	-10	105	7
CC1(C)C2CCC(C2)C1(C)NC(=O)CNC1CCCCC1 (configuration not stated)	1	102	104	1.3	-4	1	-8	10	0	94	5
COc1cc(/C=C2/CCC/C(=C\c3cc(O)c(OC)c(Cl)c3)C2=O)cc(Cl)c1O	4	105	104	0.4	-8	-3	-6	13	-9	103	3
COc1cccc(NC(=O)CNC(=O)c2ccc(C)cc2)c1	0	101	?	0.1	-2	-4	-7	16	-2	102	8
CCN(CC)S(=O)(=O)c1ccc(NC(=O)CCC2CCCCC2)cc1	2	99	96	0.4	-7	-1	-11	16	-7	101	3
C=CCN(c1ccc(OC)cc1)S(=O)(=O)c1ccc(Cl)c(C(=O)OCC(=O)NC2CC2)c1	0	100	104	2.7	-2	-1	-3	11	0	102	7
COc1ccc(OC)c(/C=C2/Sc3ccccc3C2=O)c1	4	106	97	1.2	-3	3	3	14	0	101	4
COCCN1CCN(Cc2cn[nH]c2-c2cc3ccccc3o2)CC1	-1	104	97	0.3	-4	0	-5	15	-2	102	1
C=CCN1C(=NC(=O)CCC(=O)O)SC2CS(=O)(=O)CC21 (configuration not stated)	0	103	106	0.1	3	0	0	16	0	104	0

Record cards, as listed above.
COCCN1CCN(Cc2cn[nH]c2-c2cc3ccccc3o2)CC1 in the list: Bcl-W Bim block = -1; RGS8-Gao = 104; RGS7-Gao = 97; ABCB1 block = 0.3; Bim-Bcl-B = -4; Bcl-XL Bim block = 0; Bfl-1 Bim block = -5; GSH fluor = 15; Bcl-2 Bim block = -2; RGS4-Gao reg = 102; ABCG2 inh = 1
COc1cccc(NC(=O)CNC(=O)c2ccc(C)cc2)c1 in the list: Bcl-W Bim block = 0; RGS8-Gao = 101; RGS7-Gao = ?; ABCB1 block = 0.1; Bim-Bcl-B = -2; Bcl-XL Bim block = -4; Bfl-1 Bim block = -7; GSH fluor = 16; Bcl-2 Bim block = -2; RGS4-Gao reg = 102; ABCG2 inh = 8

(more compounds)
SMILES	Bcl-W Bim block	RGS8-Gao	RGS7-Gao	ABCB1 block	Bim-Bcl-B	Bcl-XL Bim block	Bfl-1 Bim block	GSH fluor	Bcl-2 Bim block	RGS4-Gao reg	ABCG2 inh
Cc1c(O)c(CN2CCCCC2)cc2c1oc(=O)c1ccccc12	-1	100	94	1.7	-2	-3	-5	37	-2	93	10
CCC(=O)N1CCN(c2ccc(NC(=O)c3ccccc3)cc2)CC1	-2	102	100	0.4	-6	0	-6	18	-4	102	1
O=C(Cn1nc(Cc2cccnc2)c2ccccc2c1=O)NCc1ccc2c(c1)OCO2	-4	102	98	0.5	-6	-9	-6	15	-4	99	2
CC(C)c1nnc(NC(=O)C2CCCN2C(=O)Nc2ccccc2[N+](=O)[O-])s1 (configuration not stated)	0	108	105	0.6	-5	0	-5	7	0	105	2
O=C(CSc1ncnc2c1oc1ccccc12)Nc1ccccc1F	2	100	100	-0.2	1	1	-2	19	-5	103	0
Cc1c(Cl)c([N+](=O)[O-])nn1CCCC(=O)Nc1cccc(O)c1	0	100	100	1.0	2	0	1	12	-1	102	12
COC(=O)c1ccc(NC(=S)NCCc2ccccc2C)cc1	-1	99	98	-0.1	-7	-2	-1	11	-2	99	4
Cn1c(=O)cc(SCC(=O)Nc2ccc3c(c2)OCO3)c2ccccc21	0	103	103	-0.9	-9	-8	-15	31	-9	103	-1
CCSc1ccc2nnc(-c3cccc(F)c3)n2n1	1	101	103	0.2	-18	-7	0	10	-6	98	7
COc1ccc(N(C(C)C(=O)Nc2ccc(S(=O)(=O)N3CCOCC3)cc2)S(C)(=O)=O)cc1 (configuration not stated)	-2	103	103	0.0	-3	-3	-8	11	-3	103	0
CCOc1ccccc1-n1c(SCC(N)=O)nnc1-c1ccccc1	-3	107	111	0.2	-8	-2	-7	5	-3	103	2
O=C(Nc1ccc(C(=O)N2CCOCC2)cc1)c1cccs1	0	100	101	0.0	-8	-1	-13	15	-8	98	1
O=C(CSc1cccc(C(F)(F)F)c1)NCc1ccccc1	-2	106	108	1.3	-3	-5	-10	9	-3	104	0
CCOc1ccc(OCCCCn2ccnc2)cc1	-2	103	97	0.0	-1	-4	-1	13	-1	100	0
Cc1nc2scc(-c3ccc(Cl)cc3)c2c(=O)o1	2	103	100	0.9	-5	0	-14	21	-1	103	39
CCOC(=O)Nc1cccc(NC(=O)c2ccccc2F)c1	1	100	?	0.6	-2	0	-3	19	2	100	17
CCOc1ccc(/C=N/Nc2nc(N3CCCC3)nc(N3CCCC3)n2)cc1OC	-4	104	102	0.0	0	-5	-5	16	-3	103	0
O=S(=O)(NCc1ccccc1Cl)c1cnc[nH]1	0	102	99	0.9	-8	-7	-19	23	-12	100	-2
COC(=O)C1=C2SC(C)C(=O)N2C(N)=C(C#N)C1c1ccc(OC)c(OC)c1 (configuration not stated)	10	99	115	0.8	-8	-4	-7	6	-2	102	1
COc1cc(-c2cc(-c3nnco3)c3ccccc3n2)cc(OC)c1OC	1	103	?	-0.2	0	1	-2	13	1	104	4
O=C(Nc1cccc(S(=O)(=O)Nc2ccc(Cl)cc2)c1)c1ccc(Cl)nc1	-1	104	101	-0.3	0	-2	8	19	1	101	-3
CCc1ccc(-c2cc(C(F)(F)F)n3nc(C(=O)Nc4cnn(Cc5ccccc5C)c4)cc3n2)s1	-2	100	102	-0.5	-5	0	-1	14	-3	102	-1
CCOC(=O)C1CCN(c2nc(-c3ccccc3)nc3c2oc2ccccc23)CC1	3	97	94	1.7	5	1	6	50	3	92	11
Cc1ccc(CNC(=O)C(CCC(N)=O)NC(=O)OCc2ccccc2)cc1 (configuration not stated)	-1	105	102	0.0	-2	-4	0	9	-2	104	-1
COc1cc(=O)[nH]c(SCc2c(F)c(F)c(F)c(F)c2F)n1	0	92	91	0.4	4	0	2	36	8	89	3
Cc1cccc(NC(=O)COc2nsnc2N2CCOCC2)c1	0	100	97	0.9	-3	0	-3	15	-4	100	6
Cc1cc(=O)c(C(=O)O)nn1-c1ccccc1	0	103	103	0.0	-3	-4	-6	10	-2	103	-1
CCN(CC(=O)NC(C)C)C(=O)CCNC(=O)c1ccc(Cl)cc1	0	98	99	0.4	-3	2	-7	28	-4	98	1
O=C(COc1ccc(Cl)cc1)NCc1nnc(SCC(=O)NCC2CCCO2)o1 (configuration not stated)	-2	100	103	0.5	-3	1	-4	20	-2	101	4
CCO[C@H]1OC(C(=O)NCc2nc3ccccc3[nH]2)=C[C@@H](C2CC2)[C@@H]1CCCO	-4	103	101	0.6	-4	0	-7	16	-3	105	3
COc1ccccc1NC(=O)CSc1nnc(COc2ccc(Cl)cc2)n1Cc1ccco1	1	102	101	1.9	-10	-3	-10	24	-9	102	8
CC(=O)c1c(C)nc(-c2ccc(Cl)cc2)nc1N=CN(C)C	1	104	100	0.5	-7	-5	-11	18	-8	103	4
CC(=O)c1cc(NC(=O)c2ccccc2)c(=O)oc1/C=C/N(C)C	1	103	98	1.0	-1	-3	0	9	-2	98	6
CCc1nc(OCC(=O)c2ccccc2)c(C#N)c2c1COC(C)(C)C2	1	100	96	1.2	-5	0	-12	46	-7	99	5

Arranged by number of heavy atoms (largest number first): part of the list above.
SMILES	Bcl-W Bim block	RGS8-Gao	RGS7-Gao	ABCB1 block	Bim-Bcl-B	Bcl-XL Bim block	Bfl-1 Bim block	GSH fluor	Bcl-2 Bim block	RGS4-Gao reg	ABCG2 inh
CCc1ccc(-c2cc(C(F)(F)F)n3nc(C(=O)Nc4cnn(Cc5ccccc5C)c4)cc3n2)s1	-2	100	102	-0.5	-5	0	-1	14	-3	102	-1
COc1ccccc1NC(=O)CSc1nnc(COc2ccc(Cl)cc2)n1Cc1ccco1	1	102	101	1.9	-10	-3	-10	24	-9	102	8
CCOC(=O)C1CCN(c2nc(-c3ccccc3)nc3c2oc2ccccc23)CC1	3	97	94	1.7	5	1	6	50	3	92	11
CCO[C@H]1OC(C(=O)NCc2nc3ccccc3[nH]2)=C[C@@H](C2CC2)[C@@H]1CCCO	-4	103	101	0.6	-4	0	-7	16	-3	105	3
Cc1ccc(CNC(=O)C(CCC(N)=O)NC(=O)OCc2ccccc2)cc1 (configuration not stated)	-1	105	102	0.0	-2	-4	0	9	-2	104	-1
O=C(Nc1cccc(S(=O)(=O)Nc2ccc(Cl)cc2)c1)c1ccc(Cl)nc1	-1	104	101	-0.3	0	-2	8	19	1	101	-3
CCc1nc(OCC(=O)c2ccccc2)c(C#N)c2c1COC(C)(C)C2	1	100	96	1.2	-5	0	-12	46	-7	99	5
CCN(CC(=O)NC(C)C)C(=O)CCNC(=O)c1ccc(Cl)cc1	0	98	99	0.4	-3	2	-7	28	-4	98	1
Cc1cccc(NC(=O)COc2nsnc2N2CCOCC2)c1	0	100	97	0.9	-3	0	-3	15	-4	100	6
CC(=O)c1c(C)nc(-c2ccc(Cl)cc2)nc1N=CN(C)C	1	104	100	0.5	-7	-5	-11	18	-8	103	4
Cc1cc(=O)c(C(=O)O)nn1-c1ccccc1	0	103	103	0.0	-3	-4	-6	10	-2	103	-1
